Assay outcomes deposited in PubChem BioAssay by National Center for Advancing Translational Sciences (NCATS).
USP1 inh – blocks the human USP1/UAF1 deubiquitinase complex. O94782. recombinant USP1/UAF1, Ub-Rhodamine cleavage fluorescence. Potency, µM (series often up to 57.1 µM), inactives show at the highest dose activity change, negative = inhibition, hits mostly inhibitors. 390,000 tested, 0.23% active; further: on the % scale 0 is the no-effect control and ±100 the full control effect; nearly all actives have a fitted effect of over 60% in size; inactives centre near -12
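In this screen, compounds sit with the deubiquitinase complex (1nM) for 15 min at room temperature before Ub-Rho is added at 150nM final. Fluorescence rise is then followed for 6 reads every 60 seconds.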
12-LOX inh – blocks human arachidonate 12S-lipoxygenase. P18054. purified 12hLO, xylenol orange hydroperoxide absorbance. Potency, µM (series often up to 108 µM), without a hit: at the top dose activity change, negative = inhibition, hits mostly inhibitors. 580,000 tested, 1.1% active; further: on the % scale 0 is the no-effect control and ±100 the full control effect
Target sequence (P18054 whole entry, looked up): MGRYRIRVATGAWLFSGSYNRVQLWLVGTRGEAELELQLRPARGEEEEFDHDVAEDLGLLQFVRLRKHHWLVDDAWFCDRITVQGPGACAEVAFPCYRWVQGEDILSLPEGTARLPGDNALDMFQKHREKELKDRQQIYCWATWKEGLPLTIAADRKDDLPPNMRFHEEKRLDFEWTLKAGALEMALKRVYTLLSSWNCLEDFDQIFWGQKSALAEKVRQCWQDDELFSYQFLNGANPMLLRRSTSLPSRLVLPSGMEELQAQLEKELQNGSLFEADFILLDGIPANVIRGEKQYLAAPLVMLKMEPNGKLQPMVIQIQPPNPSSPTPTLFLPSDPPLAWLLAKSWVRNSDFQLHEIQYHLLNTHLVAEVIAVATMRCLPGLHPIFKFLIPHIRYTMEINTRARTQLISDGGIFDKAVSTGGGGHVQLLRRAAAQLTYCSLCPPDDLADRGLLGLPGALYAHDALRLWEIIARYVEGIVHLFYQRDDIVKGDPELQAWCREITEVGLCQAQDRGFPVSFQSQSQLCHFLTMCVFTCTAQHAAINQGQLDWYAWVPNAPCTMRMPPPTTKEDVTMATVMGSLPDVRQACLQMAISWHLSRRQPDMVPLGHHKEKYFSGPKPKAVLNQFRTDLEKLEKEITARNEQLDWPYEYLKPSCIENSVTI
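Hydroperoxide product was detected by ferrous iron/xylenol orange as the 573 to 405 nm absorbance ratio. Arachidonic acid at 40 uM (final) was turned over for 30 min at room temperature by 150 nM human 12hLO, pH 7.0 Hepes buffer, after 15 min compound preincubation.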
RGS4 inh – human RGS4 inhibition | P49798 | Transcreener GDP fluorescence polarization, RGS4-accelerated GTP hydrolysis | Potency, µM (series often up to 114 µM), for the others: at the highest dose activity change, negative = inhibition, actives largely listed as inhibitors | 390,000 tested, 0.039% active | AID 504845; further: on the % scale 0 is the no-effect control and ±100 the full control effect; nearly all actives have a fitted effect of over 75% in size; some results filed as inactive show a strong effect at the top dose
Target sequence (P49798 whole entry, looked up): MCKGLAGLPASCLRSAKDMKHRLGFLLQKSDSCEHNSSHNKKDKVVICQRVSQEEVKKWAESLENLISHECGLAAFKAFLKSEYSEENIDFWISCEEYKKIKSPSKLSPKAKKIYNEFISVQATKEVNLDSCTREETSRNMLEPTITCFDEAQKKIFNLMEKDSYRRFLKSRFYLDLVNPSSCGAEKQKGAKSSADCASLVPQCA
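MLSMR compounds (23 nl, pin-transferred) preincubated 10 min at room temperature with a 500nM (2x) first reagent, then RGS4 at 900nM (2x) plus Transcreener GDP mix added; fluorescence polarization (620/688 nm) read before and after 90 min at 30 °C.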
Vif-A3G inh – inhibitors of Vif-APOBEC3G interaction; Q9HC16; HeLa A3G-eYFP + Vif (tagged APOBEC3G with the HIV-1 protein that degrades it), YFP fluorescence, overnight; Potency, µM (titrated, usually from 46.1 µM), for the others: top-dose activity, negative = active, actives largely listed as inhibitors; 410,000 tested, 0.076% active; AID 602310;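 further: on the % scale 0 is the no-effect control and ±100 the full control effect; nearly all actives have a fitted effect of over 60% in size; hits raise eYFP signal because A3G escapes Vif-driven loss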
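Read-out is eYFP fluorescence (Ex 488/Em 500-530) from Vif-expressing HeLa A3G-eYFP cells; more signal means A3G escaped Vif-mediated degradation. Cells plated overnight, compound pinned in, incubated overnight at 37 deg C.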
TrxR1 inh – rat TrxR1 inhibition | O89049 | recombinant rTrxR1, NADPH fluorescence consumption, selenite substrate | Potency, µM (series often up to 114 µM), for inactives: at the highest dose activity change, negative = inhibition, hits mostly inhibitors | 390,000 tested, 1% active | AID 588453; further: on the % scale 0 is the no-effect control and ±100 the full control effect; nearly all actives have a fitted effect of over 65% in size
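Rat TrxR1 (90 nM in the dispensed reagent) was pre-reduced with 400 uM NADPH for 5 min at room temperature, then incubated with compound for 15 min. After 400 uM selenite was added, NADPH fluorescence (Ex 340/Em 450 nm) was followed for 8 min.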
RXFP1 ag – RXFP1 (human) receptor agonism; 370,000 tested, 0.3% active; AID 2676; Potency, µM (series often up to 57.5 µM), inactives show at the highest dose activation, hits mostly activators; HEK293T-RXFP1 cAMP TR-FRET, 30 min; response scale: percent of porcine relaxin response, buffer zero; further: on the % scale 0 is the no-effect control and ±100 the full control effect; nearly all actives have a fitted effect of over 60% in size; many of its hits are not listed in these tables
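cAMP rise read by TR-FRET after 30 min, 37C compound exposure (up to 58 uM) in RXFP1-transfected HEK293 cells with Ro 20174 present. EC50 from Hill-equation fits, with 29 nM porcine relaxin as 100% and buffer as basal.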
mIDH1 inhibitor – human IDH1 R132H inhibition. IDH1-R132H enzyme, NADPH consumption, diaphorase/resazurin fluorescence. Potency, µM (top dose mostly 76.6 µM), inactives show at the top dose activity change, negative = inhibition, most hits filed as inhibitors. 390,000 tested, 0.093% active; further: on the % scale 0 is the no-effect control and ±100 the full control effect; nearly all actives have a fitted effect of over 65% in size
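IDH1-R132H (0.5 ug/mL dispensed) in pH 7.5 Tris buffer was preincubated 30 min with compound, then given a substrate mix of 0.016 mM NADPH and 2 mM alpha-KG for 80 min at room temperature; remaining NADPH was read by diaphorase/resazurin fluorescence.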
Vif-APOBEC3F blk – Vif-A3F binding inhibition | HeLa A3F-eYFP + Vif (tagged APOBEC3F with the HIV-1 protein that degrades it), YFP fluorescence increase | Potency, µM (top dose mostly 46.1 µM), inactives show at the highest dose activity, negative = active | 390,000 tested, 0.2% active | AID 602313; further: % of control where 0% means no effect; nearly all actives have a fitted effect of over 65% in size
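Fluorescence increase (Ex 488/Em 500-530) after overnight compound treatment at 37 deg C flags inhibition of Vif-driven A3F-eYFP loss in stable HeLa A3F-eYFP/Vif cells seeded overnight beforehand.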
TrxR1 substrate – is turned over as a substrate by rat TrxR1 | O89049 | purified TrxR1 substrate turnover, NADPH consumption readout | Potency, µM (series often up to 114 µM), without a hit: at the top dose activity change, negative = substrate turnover | 390,000 tested, 0.01% active; further: on the % scale 0 is the no-effect control and ±100 the full control effect; nearly all actives have a fitted effect of over 50% in size
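Rat TrxR1, dispensed at 90 nM, was prereduced with 400 uM NADPH (final) for 5 min at ~22 deg C, then incubated with compound 15 min before 400 uM selenite. A first-read NADPH fluorescence drop versus no-compound background flagged substrates.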
The depositor's hits bear a star; ? = inconclusive; . = not tested or not shown; & = joins results of further samples; [ ] = remark or other dose. The call rests on the fitted dose curve; in most records, active means well fitted curve in the direction sought with a large enough effect; inconclusive means small, poorly fitted or top-dose-only effect, or another doubt; inactive means no such curve, though single readings can be large; an effect the other way counts as inactive or inconclusive. Potency means the concentration at half of the fitted maximal effect.

Fields: USP1 inh | RGS4 inh | 12-LOX inh | Vif-APOBEC3F blk | TrxR1 inh | Vif-A3G inh | RXFP1 ag | TrxR1 substrate | mIDH1 inhibitor
O=c1[nH]c(CN2CCNCC2)nc2ccccc12
    -22.5% | 4.6% | 6.2% | 2.2% | ? | -4.7% | 2.8% | 2.4% | 12.9%
COc1ccc2c(c1OC)CN1CCc3cc4c(cc3[C@H]1C2)OCO4
    ? | 11.5% | . | -2.8% | 15.7% | -1.8% | -0.2% | 6.2% | -5.5%
Cc1ccc(C(C)(C)C)c(OCC(=O)Nc2ccc(Cl)cc2C(=O)c2ccccc2)c1
    -25.2% | -7.8% | ? | . | 8.3% | . | 3.2% | -3.9% | .
CCN1CCN(C(=O)COc2ccc3c(c2)C(=O)CC2(CCN(C(C)=O)CC2)O3)CC1
    -7.7% | 11.8%[11.4 µM] | 0.0% | 2.1% | 24.7%[57.1 µM] | 1.0% | -2.3% | 44.7%[activator][57.1 µM] | -4.6%
c1ccc(OCC2CO2)cc1 (stereo unspecified)
    ? | -0.7% | -5.0% | -2.7% | 1.9% | 0.2% | -0.3% | 0.8% | -8.4%
CCC(=NCCCN(CC)CC)c1c(O)n(-c2ccccc2)c(=O)[nH]c1=O
    -11.6% | -11.8% | 1.9% | 2.2% | -0.9% | 6.3% | -0.4% | 0.0% | 5.3%
CCOC(=O)c1c(-n2c(C)cc(C=C3C(=O)NC(=O)NC3=O)c2C)sc2c1CCCC2
    -8.5% | ? | -20.0% | 3.6% | -34.9% | 1.4% | 2.7% | -13.4% | 18.5µM*
Cc1cc(C(=O)OCC(=O)Nc2ccccc2F)c(C)n1C1CC1
    -13.8% | -16.8% | ? | ? | 11.7% | 0.2% | 0.6% | 5.0% | 5.9%
CCC1CCCCN1P(=O)(c1ccc(C)o1)C(C)(C)C (stereo unspecified)
    -13.6% | -9.4% | -12.7% | 0.6% | 0.4% | 0.2% | 0.6% | -6.8% | 5.8%
CC(CCN1CC1)=NNC(=O)Nc1cccc2ccccc12
    -18.7% | ? | 12.7% | -10.6% | ? | -1.0% | . | 39.1%[activator] | 4.0%
c1ccc(CC2CCCCN2)cc1 (stereo unspecified)
    -18.7% | 27.6% | -5.7% | 1.5% | 10.4%[57.1 µM] | -0.8% | 0.4% | -5.7% | 2.6%
CC(=Nc1ccccc1N)c1c(O)n(C)c(=O)[nH]c1=O
    -10.8% | -0.9% | 5.6% | 0.1% | -7.2%[57.1 µM] | 2.2% | -1.0% | 1.8%[57.1 µM] | 7.2%
CN1CCN(c2ccc(Cl)cc2N)CC1
    -9.6% | -19.4% | 0.6% | 2.1% | 17.3% | 0.5% | -0.4% | -0.8% | 8.8%
CCc1ccc(NC(=O)c2cccn(Cc3cccc([N+](=O)[O-])c3)c2=O)cc1
    -11.6% | 8.0% | ? | 7.4% | 13.4%[57.1 µM] | 0.2% | 1.9% | -4.3%[57.1 µM] | -11.4%
C[C@]12CC[C@H]3C(CCC4(O)CC(O)CC[C@]34C=O)C1=CC[C@H]2c1ccc(=O)oc1 (stereo partly specified)
    -22.1% | 9.9% | 30.3%[activator] | -2.4% | 10.3% | -24.7% | 0.8% | 1.8% | 10.3%
COC(=O)C1=C(c2ccc(F)cc2OCc2ccccc2)C[C@@H]2CC[C@H]1N2C(=O)N1CCCC1
    -23.8% | 8.1% | -10.3% | -0.6% | 6.7% | -6.4% | -3.0% | 6.3%[57.1 µM] | 1.7%
COc1ccc(Cl)cc1NC(=O)CN1C(=O)CN=C(c2ccccc2)c2cc(Cl)ccc21
    -19.0% | -10.7% | ? | -3.2% | 21.1% | -4.6% | 4.1% | -4.5% | -0.8%
CN1CCN(C(=O)COc2ccc(S(=O)(=O)NC3CCCCC3)cc2Cl)CC1
    -21.4% | -10.3% | 1.7% | 1.6% | 32.1% | -7.6% | 2.4% | 7.4% | 0.6%
c1ccc(CNC2CCCCCCC2)cc1 (tested in a mixture with another compound)
    1.0% | -49.7% | -3.4% | 19.3% | -4.4%[11.4 µM] | -0.5% | . | 1.6%[11.4 µM] | -1.8%
Cc1ccc([C@H]2C[C@H](n3cc(C4CC4)nn3)[C@@H](O)CN2Cc2cccs2)cc1
    ? | . | -12.9% | -16.0% | . | -14.0% | . | . | 7.2%
CC(=O)O/C(=C1\CC2C3CC=C4CC(OC(C)=O)CCC4(C)C3CCC2(C)C1=O)C(F)(F)F (stereo unspecified)
    -3.2% | -25.9% | -11.0% | 1.4% | 2.1%[11.4 µM] | 1.0% | . | 6.5%[57.1 µM] | -0.7%
CCOc1ccc(-c2cc(C)[n+](CCO)c(-c3ccc(OCC)cc3)c2)cc1
    -24.6% | -4.2% | 3.0% | -26.6% | -29.4% | 4.6% | 25.6% | 79.2%[activator] | -4.7%
COc1ccc(C(C)=O)cc1CC(C(=O)c1ccc(F)cc1)N(C)C (stereo unspecified)
    0.4% | 13.9% | 1.4% | 1.3% | 2.8%[57.1 µM] | -9.1% | 0.8% | 5.3%[57.1 µM] | -5.0%
COc1ccc(CCN)cc1O
    -22.6% | -1.6% | 0.4%&-13.1% | -3.4% | 1.7%&-10.6% | -0.5% | . | 1.9% | -5.2%
COC(=O)C1=C(c2ccc(S(C)(=O)=O)cc2)C[C@@H]2CC[C@H]1N2C(=O)N1CCCCC1
    4.9% | ? | 18.1% | 1.0% | 3.8% | 0.4% | . | -3.7% | -5.7%
Cc1cccc(C(=O)Nc2ccc(Cl)cc2C(=O)c2ccccc2)c1
    -6.2% | -9.9% | -11.8% | 0.3% | 0.8% | -1.5% | -1.5% | 6.1%[57.1 µM] | 9.4%
CCOc1ccccc1Oc1coc2cc(OC(=O)N(C)C)ccc2c1=O
    -19.9% | -11.8% | 0.0% | 0.0% | 1.2% | -0.6% | 0.1% | 1.2% | 1.5%
COC(=O)C1=C(c2cc3ccccc3s2)C[C@@H]2CC[C@H]1N2C(=O)N1CCCC1
    -21.2% | -6.2% | ? | 3.8% | 25.4% | -6.9% | . | 2.1% | -3.0%
CCOC(=O)C1CCN(/C=C2/C(=O)NC(=O)N(c3cccc(C)c3C)C2=O)CC1
    -22.9% | -25.6% | -10.3% | 1.3% | 29.3% | 0.5% | -3.5% | 10.5% | 11.0%
CC(C)CCCn1c(O)c(/C=C2/C=CC=N2)c(=O)[nH]c1=O
    -5.1% | -2.4% | -7.6% | 25.1µM* | -19.2% | ? | -0.6% | -14.2% | -0.6%
COc1ccccc1CCNC1CCCC(C)C1 (stereo unspecified)
    -20.3% | -15.0% | 23.5% | -10.7% | 1.9% | -2.6% | 1.6% | -3.3% | 7.4%
O=C(O)Cn1cc(C=C2C(=O)NC(=O)NC2=O)c2ccccc21
    1.0% | 18.3% | -28.0% | 7.6% | ? | -7.4% | -3.2% | -22.8% | 33.6%[activator]
Clc1ccccc1CNC1CN2CCC1CC2 (stereo unspecified)
    -15.3% | 6.9% | -5.4% | 0.0% | 2.1% | -0.6% | 1.7% | -2.0% | -1.2%
CN1CCN(c2ccc([N+](=O)[O-])c3no[n+]([O-])c23)CC1
    110.1%[activator] | -26.2% | ? | ? | -38.6% | 7.9% | 3.9% | 7.1%[57.1 µM] | 15.4%
NC(=O)c1ccsc1NC(=O)COC(=O)Cc1ccccc1
    -11.8% | -13.1% | 3.8% | 0.4% | 5.1% | 1.1% | -0.6% | -2.0% | -4.5%
COc1ccccc1C(=O)C1CCCN(Cc2cnc(C)s2)C1 (stereo unspecified)
    -21.1% | 4.6% | 1.8% | -4.2% | 25.8% | 0.4% | 1.6% | 10.6% | 9.4%
Cc1ccc(Cn2cccc(C(=O)Nc3cc([N+](=O)[O-])ccc3C)c2=O)cc1
    -27.4% | -25.2% | -29.8% | -1.6% | 7.0%[57.1 µM] | 4.1% | 0.6% | -1.0%[57.1 µM] | 5.8%
COc1cccc(C2(C#N)CCN(C)CC2)c1
    ? | -8.8% | 4.5% | -0.5% | 15.1% | -0.6% | -0.7% | -4.6%[57.1 µM] | 3.0%
CNC(=S)N/N=C1\C2CN3CCN(C2)CC1(c1ccccc1)C3
    -19.1% | ? | -24.1% | -7.3% | 4.3% | -1.2% | 0.7% | 8.9% | -0.4%
COC(=O)C1=C(C(=O)OC)SC2(S1)C(C(=O)OC)=C(C(=O)OC)Sc1c2ssc1=O
    -17.8% | -151.8% | ? | -6.2% | ? | -11.5% | . | ? | -5.0%
CC1CN=C(Nc2cccc3ccccc23)S1 (stereo unspecified)
    4.3% | 31.3% | 0.8% | -1.5% | -4.1% | 0.6% | 0.7% | -8.8% | 9.8%
O=[N+]([O-])c1ccc(NCCCN2CCOCC2)c2ncccc12
    -21.6% | -6.8% | 8.6% | -5.7% | 19.4% | 0.8% | -1.8% | -0.6% | 7.6%
S=c1[nH]nc(-c2ccco2)n1-c1cccc2ccccc12
    -5.3% | 21.3% | ? | 3.0% | ? | 1.8% | 3.0% | -3.9% | 0.6%
COc1cc(/C=N/NP(=S)(c2ccccc2)c2ccccc2)ccc1O
    -13.3% | -31.4% | 0.0% | -4.0% | -7.9% | 1.8% | 0.3% | -7.0% | -10.3%
CN(C)c1ccc(/C=C/C=C/c2sc3ccccc3[n+]2C)cc1
    -25.9% | ? | ? | -0.6% | -0.1% | 2.9% | -16.8% | 4.0% | 1.5%
CNC(=O)Oc1cccc2c1OC(C)(C)O2
    5.4% | -1.9% | 0.7% | ? | -26.7% | 4.0% | . | -13.6% | -6.8%

Only part of the results is shown; rates above refer to the full screens.
